Screening results (PubChem)
GASC-1 inh: human JMJD2C demethylase inhibition | inhibition, % at 2.35 µM | Q9H3R0 | GST-JMJD2C(1-420) H3K9me3 demethylation, DELFIA europium | hit rate 0.069% among 330,000;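 active = more than half of a compound's replicate wells show inhibition beyond 50%, single wells judged on their own value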;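 note: signal counts dimethyl H3K9 product captured on neutravidin plate; 0% = median of DMSO wells and 100% = 0.3 times that DMSO median; strong numbers were not always called active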
Target sequence (Q9H3R0 1-420 limits assumed): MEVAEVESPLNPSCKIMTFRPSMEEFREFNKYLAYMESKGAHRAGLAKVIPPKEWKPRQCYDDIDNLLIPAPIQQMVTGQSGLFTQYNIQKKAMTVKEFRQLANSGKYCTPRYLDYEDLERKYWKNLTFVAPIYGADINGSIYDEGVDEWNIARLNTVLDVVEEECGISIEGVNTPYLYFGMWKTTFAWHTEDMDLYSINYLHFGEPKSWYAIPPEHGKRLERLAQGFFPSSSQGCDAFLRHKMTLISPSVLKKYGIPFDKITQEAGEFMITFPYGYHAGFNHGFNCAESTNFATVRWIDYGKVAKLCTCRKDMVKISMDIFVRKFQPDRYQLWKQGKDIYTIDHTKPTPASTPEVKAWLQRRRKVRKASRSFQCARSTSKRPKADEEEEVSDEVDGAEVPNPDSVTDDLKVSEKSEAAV
PP5 primary: blocks human protein phosphatase 5 activity | purified PP5c, OMFP substrate fluorescence | inhibition, % at 6.7 µM | P53041 | AID 1987 | hit rate 0.18% among 320,000;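 active = inhibition above the campaign's mean inhibition across all tested compounds plus 3 SD, cut at about 9.5% in these data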;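 note: 0% = DMSO only and 100% = 100 µM cantharidin control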
CTSL1 counter: cathepsin L1 inhibition, PFM18AAP counter-screen; recombinant F. hepatica cathepsin L1, Z-Leu-Arg-MCA fluorescence; inhibition, % at 5.96 µM; hit rate 0.49% among 300,000;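 active = inhibition above the mean of all tested compounds plus 3 SD, set per screening campaign, cut at about 17% in these data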;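 note: 0% = plate median of test compound wells and 100% = 1 µM Z-Phe-Ala-diazomethylketone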
PP1 inh: PP1-alpha (human) inhibition in PP5 counter-screen. P62136. hit rate 0.9% among 320,000. AID 2235. inhibition, % at 6.7 µM. purified PP1alpha, OMFP fluorescence;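 active = inhibition above the mean inhibition of all tested compounds plus 3 SD, computed separately for each screening campaign, cut at about 15% in these data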
Target sequence (P62136 whole entry, looked up): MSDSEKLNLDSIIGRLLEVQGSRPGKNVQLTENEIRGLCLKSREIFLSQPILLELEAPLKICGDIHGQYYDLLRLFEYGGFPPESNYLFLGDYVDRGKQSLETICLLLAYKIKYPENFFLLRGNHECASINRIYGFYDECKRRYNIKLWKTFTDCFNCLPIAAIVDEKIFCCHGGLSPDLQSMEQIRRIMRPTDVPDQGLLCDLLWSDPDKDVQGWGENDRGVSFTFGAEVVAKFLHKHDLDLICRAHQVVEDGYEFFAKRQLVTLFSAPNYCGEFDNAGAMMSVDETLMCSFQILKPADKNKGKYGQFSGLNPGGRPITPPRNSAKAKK
TPT1 inh: blocks Candida albicans tRNA 2'-phosphotransferase; recombinant caTPT1, FP RNA substrate dephosphorylation; inhibition, % at 5 µM; hit rate 0.81% among 300,000;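 active = inhibition above the mean of all tested compounds plus 3 SD, set per screening campaign, cut at about 24% in these data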;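 note: plate controls were DMSO alone for no effect and ferristatin control at 100 nM for full effect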
ZTA counter: counter-screen for EBNA-1 inhibitors: inhibitors of Epstein-Barr virus ZTA; hit rate 0.15% among 320,000; ZTA-DNA binding, fluorescence polarization; inhibition, % at 11 µM; AID 2234; P03206; in the data active = inhibition above about 33%
Target sequence (P03206 whole entry, looked up): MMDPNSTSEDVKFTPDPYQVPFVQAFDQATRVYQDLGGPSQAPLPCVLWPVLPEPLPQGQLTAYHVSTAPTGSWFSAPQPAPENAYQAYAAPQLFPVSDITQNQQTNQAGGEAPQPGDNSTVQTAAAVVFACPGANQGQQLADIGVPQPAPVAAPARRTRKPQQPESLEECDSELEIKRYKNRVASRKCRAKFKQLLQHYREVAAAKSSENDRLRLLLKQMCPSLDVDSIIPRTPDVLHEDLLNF
CR mimetic SO: lowers age-related superoxide in aged yeast cells; S. cerevisiae aged cells, superoxide DHE fluorescence; hits give low values; superoxide response (% of plate mean), % at 10 µM; hit rate 0.18% among 330,000; AID 2690;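 active = superoxide response under a set limit, about three screen SD below normal, cut at about 65% in these data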;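 note: yeast aged for seven days with compound at 30 °C before DHE staining; 100% = average MFI of all compound-treated wells on the plate with controls excluded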
EBNA-1 inh: blocks EBNA-1 binding to DNA; EBNA-1 DNA binding, fluorescence polarization; inhibition, % at 14.8 µM; hit rate 0.34% among 300,000; in the data active = inhibition above about 28%
core dimer inh: blocks dimerization of HCV core protein | hit rate 0.33% among 300,000 | TR-FRET GST/Flag-core106 dimerization, 1536-well | inhibition, % at 5 µM;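 active = inhibition above the mean of all tested compounds plus 3 SD, set per screening campaign, cut at about 45% in these data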
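System – GST-tagged and Flag-tagged HCV core protein residues 1-106 · Repeats – one well for each compound · Technique – TR-FRET 671 and 617 nm emission · Doses – one concentration, 5 µM, in 0.5% DMSO · Times – 4 h, 22.5 °C incubation · Also added – Eu donor and XL665 acceptor anti-tag antibodies · Measure – percent inhibition of core106 dimerization signal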
* hit, by the source's call.

`CCC(=O)Nc1ccc(NC(=O)c2ccco2)c(OC)c1` gave GASC-1 inh -5, PP5 primary -2.4, CTSL1 counter 1, PP1 inh -2, TPT1 inh -1, ZTA counter 3, CR mimetic SO 93, EBNA-1 inh 11 and core dimer inh 3.
`O=C(NCCSc1c[nH]c2ccccc12)C1CC1` gave GASC-1 inh 2, PP5 primary -1.2, CTSL1 counter -2, PP1 inh -4, TPT1 inh -1, ZTA counter -13, CR mimetic SO 93, EBNA-1 inh -1 and core dimer inh -13.
Screening NC(=O)c1sc2nc(-c3cccnc3)ccc2c1N returned GASC-1 inh 2, PP5 primary -0.9, CTSL1 counter 2, PP1 inh 2, TPT1 inh 1, ZTA counter -4, CR mimetic SO 93, EBNA-1 inh 3 and core dimer inh -6.
Cc1ccc(C2(C)NC(=O)N(CC(=O)NC(=O)NC(C)C)C2=O)cc1 (configuration not stated) was read as GASC-1 inh -8, PP5 primary -0.6, CTSL1 counter 1, PP1 inh -2, TPT1 inh -1, ZTA counter 7, CR mimetic SO 90, EBNA-1 inh 3 and core dimer inh -4.
COc1ccc(-n2cnc3sccc3c2=O)cc1 was read as GASC-1 inh 22, PP5 primary -2.3, CTSL1 counter -1, PP1 inh -2, TPT1 inh -1, ZTA counter 8, CR mimetic SO 98, EBNA-1 inh 1 and core dimer inh -1.
Screening CCNC(=S)N/N=C/c1cccc(/C=N/NC(=S)NCC)c1 returned GASC-1 inh 14, PP5 primary 0.0, CTSL1 counter -4, PP1 inh -2, TPT1 inh 0, ZTA counter 17, CR mimetic SO 92, EBNA-1 inh 5 and core dimer inh 5.
CCN(CC)c1ccc(NC(=O)CN2CCN(c3ccccn3)CC2)cc1 was read as GASC-1 inh 6, PP5 primary -3.3, CTSL1 counter -2, PP1 inh -2, TPT1 inh 1, ZTA counter -6, CR mimetic SO 114, EBNA-1 inh 6 and core dimer inh -1.
Screening Cc1ccc(OCC(=O)Nc2ccc(S(=O)(=O)Nc3onc(C)c3C)cc2)cc1 returned GASC-1 inh -5, PP5 primary 2.9, CTSL1 counter -2, PP1 inh -3, TPT1 inh 1, ZTA counter -6, CR mimetic SO 116, EBNA-1 inh -1 and core dimer inh 3.
Screening CNC(=O)c1sccc1Oc1ccc(F)cc1[N+](=O)[O-] returned GASC-1 inh -10, PP5 primary -1.3, CTSL1 counter 2, PP1 inh 0, TPT1 inh -1, ZTA counter -14, CR mimetic SO 98, EBNA-1 inh -4 and core dimer inh -4.
`COc1ccc(CNC(=O)CN(c2ccccc2)S(=O)(=O)c2ccccc2[N+](=O)[O-])cc1` gave GASC-1 inh 8, PP5 primary 0.3, CTSL1 counter 5, PP1 inh -3, TPT1 inh -3, ZTA counter -12, CR mimetic SO 95, EBNA-1 inh -11 and core dimer inh 6.
`CC(=O)N1C(C(=O)O)CSC1c1cccc(C)c1` (configuration not stated) gave GASC-1 inh -2, PP5 primary -0.8, CTSL1 counter -3, PP1 inh -7, TPT1 inh -4, ZTA counter -21, CR mimetic SO 96, EBNA-1 inh -4 and core dimer inh -4.
For O=C(NC1CCCCC1)c1cc(-c2ccccc2O)on1 the results were GASC-1 inh 0, PP5 primary 2.7, CTSL1 counter -1, PP1 inh 7, TPT1 inh 0, ZTA counter 3, CR mimetic SO 109, EBNA-1 inh -8 and core dimer inh -8.
CC(=O)c1ccc(S(=O)(=O)N2CCN(C(=O)c3ccc(N)c([N+](=O)[O-])c3)CC2)cc1 was read as GASC-1 inh 14, PP5 primary 0.8, PP1 inh -3, ZTA counter 2 and CR mimetic SO 119.
`Cc1ccc(NC(=O)Cn2cc(C(F)(F)F)cc(Cl)c2=O)cc1S(=O)(=O)N1CCCCC1` gave GASC-1 inh 2, PP5 primary 3.4, CTSL1 counter 1, PP1 inh 1, TPT1 inh -3, ZTA counter 8, CR mimetic SO 104, EBNA-1 inh 6 and core dimer inh 4.
CC1Oc2ccccc2N(Cc2cccc(F)c2)C1=O (configuration not stated) was read as GASC-1 inh -18, PP5 primary 3.3, CTSL1 counter 3, PP1 inh 2, TPT1 inh -3, ZTA counter 4, CR mimetic SO 102, EBNA-1 inh -10 and core dimer inh 3.
Cc1ccc(C2CC(=O)C=C(NCc3ccccc3)C2)cc1 (configuration not stated) was read as GASC-1 inh -2, PP5 primary 1.1, CTSL1 counter -2, PP1 inh -2, TPT1 inh 2, ZTA counter -9, CR mimetic SO 102, EBNA-1 inh -3 and core dimer inh -5.
CC(C)=CC(=O)OCC(=O)Nc1cc(C)cc(C)c1 was read as GASC-1 inh -37, PP5 primary 0.6, CTSL1 counter -9, PP1 inh -7, TPT1 inh 3, ZTA counter 3, CR mimetic SO 88, EBNA-1 inh 9 and core dimer inh 2.
Screening Cn1cc2ccc([N+](=O)[O-])cc2n1 returned GASC-1 inh -1, PP5 primary -1.7, CTSL1 counter 3, PP1 inh -4, TPT1 inh 0, ZTA counter 5, CR mimetic SO 96, EBNA-1 inh 0 and core dimer inh 4.
For Cc1ccc(S(=O)(=O)N2CCCCC2CCNC(=O)C(=O)NCC2CCCO2)cc1 (configuration not stated) the results were GASC-1 inh 5, PP5 primary 0.7, CTSL1 counter 0, PP1 inh 17*, TPT1 inh -3, ZTA counter 21, CR mimetic SO 105, EBNA-1 inh 8 and core dimer inh 0.
For CCC(C)c1c(O)nc(SCC(=O)N2CCCCC2)[nH]c1=O (configuration not stated) the results were GASC-1 inh 2, PP5 primary 0.9, CTSL1 counter 1, PP1 inh -2, TPT1 inh -1, ZTA counter -3, CR mimetic SO 90, EBNA-1 inh 3 and core dimer inh 8.
`Cc1ccc(CNC(=O)C(=O)NCC2OCCN2S(=O)(=O)c2ccc3c(c2)OCCO3)cc1` (configuration not stated) gave GASC-1 inh 8, PP5 primary 3.2, CTSL1 counter 2, PP1 inh 7, TPT1 inh 2, ZTA counter -2, CR mimetic SO 96, EBNA-1 inh 2 and core dimer inh -6.
`CC1(C)CC(=O)C(C(c2ccncc2)C2C(=O)CC(C)(C)CC2=O)C(=O)C1` gave GASC-1 inh 1, PP5 primary 1.6, CTSL1 counter 1, PP1 inh -5, TPT1 inh 0, ZTA counter 6, CR mimetic SO 84, EBNA-1 inh 10 and core dimer inh -10.
For O=S(=O)(c1ccc(Br)s1)N1CCN(CCOc2ccccc2)CC1 the results were GASC-1 inh -4, PP5 primary 2.1, PP1 inh -1, ZTA counter -10 and CR mimetic SO 111.
CS(=O)(=O)N(CC(=O)NC1CCCC1)Cc1ccc(Cl)cc1 was read as GASC-1 inh -2, PP5 primary 0.4, CTSL1 counter -1, PP1 inh -1, TPT1 inh -2, ZTA counter 10, CR mimetic SO 100, EBNA-1 inh 0 and core dimer inh -3.

At a glance, some entries already given:
For CCC(C)c1c(O)nc(SCC(=O)N2CCCCC2)[nH]c1=O (configuration not stated) the results were GASC-1 inh 2, PP5 primary 0.9, CTSL1 counter 1, PP1 inh -2, TPT1 inh -1, ZTA counter -3, CR mimetic SO 90, EBNA-1 inh 3 and core dimer inh 8.
`Cc1ccc(CNC(=O)C(=O)NCC2OCCN2S(=O)(=O)c2ccc3c(c2)OCCO3)cc1` (configuration not stated) gave GASC-1 inh 8, PP5 primary 3.2, CTSL1 counter 2, PP1 inh 7, TPT1 inh 2, ZTA counter -2, CR mimetic SO 96, EBNA-1 inh 2 and core dimer inh -6.
`CC1(C)CC(=O)C(C(c2ccncc2)C2C(=O)CC(C)(C)CC2=O)C(=O)C1` gave GASC-1 inh 1, PP5 primary 1.6, CTSL1 counter 1, PP1 inh -5, TPT1 inh 0, ZTA counter 6, CR mimetic SO 84, EBNA-1 inh 10 and core dimer inh -10.
For O=S(=O)(c1ccc(Br)s1)N1CCN(CCOc2ccccc2)CC1 the results were GASC-1 inh -4, PP5 primary 2.1, PP1 inh -1, ZTA counter -10 and CR mimetic SO 111.

The listing continues:
`CC(C)COc1ccc(C(=O)NNC(=O)c2ccc(=O)[nH]c2)cc1` gave GASC-1 inh -7, PP5 primary 4.3, PP1 inh 2, ZTA counter -4 and CR mimetic SO 108.
CCN(C(=O)CSc1nc2ccc([N+](=O)[O-])cc2s1)C1CCS(=O)(=O)C1 (configuration not stated) was read as GASC-1 inh -17, PP5 primary -0.4, CTSL1 counter -7, PP1 inh -2, TPT1 inh 0, ZTA counter 5, CR mimetic SO 69, EBNA-1 inh 3 and core dimer inh 2.
Screening O=C(COc1ccc(S(=O)(=O)N2CCCC2)cc1)NCc1ccco1 returned GASC-1 inh -8, PP5 primary 2.1, CTSL1 counter 5, PP1 inh -1, TPT1 inh -4, ZTA counter 14, CR mimetic SO 119, EBNA-1 inh -8 and core dimer inh 3.
For Cc1ccc2c(c1)C1CN(C)CCC1N2C(=S)Nc1ccc(OC(F)F)cc1 (configuration not stated) the results were GASC-1 inh -2, PP5 primary 1.4, CTSL1 counter 3, PP1 inh 2, TPT1 inh 2, ZTA counter -1, CR mimetic SO 85, EBNA-1 inh -2 and core dimer inh -2.
Cc1nc2ccccc2c2oc(C(=O)N3CCc4ccccc4C3)cc12 was read as GASC-1 inh 1, PP5 primary 0.1, CTSL1 counter -3, PP1 inh 1, TPT1 inh 0, ZTA counter -4, CR mimetic SO 101, EBNA-1 inh 10 and core dimer inh 4.
Screening O=c1c(Cc2ccccc2)c(O)c2cccc3c4c(n1c23)CCCC4 returned GASC-1 inh 6, PP5 primary -2.8, CTSL1 counter 0, PP1 inh -2, TPT1 inh 0, ZTA counter 10, CR mimetic SO 86, EBNA-1 inh 5 and core dimer inh 4.
For CN(c1ccccc1)c1nc(N)c([N+](=O)[O-])c(NCc2ccco2)n1 the results were GASC-1 inh -9, PP5 primary 3.4, CTSL1 counter 5, PP1 inh 4, TPT1 inh -5, ZTA counter -15, CR mimetic SO 91, EBNA-1 inh -9 and core dimer inh -6.
Screening Cc1c(C)c2c(OCC(=O)NCCCO)cc3c(c2oc1=O)CCC(C)(C)O3 returned GASC-1 inh 8, PP5 primary 1.5, CTSL1 counter 2, PP1 inh 1, TPT1 inh -1, ZTA counter -11, CR mimetic SO 109, EBNA-1 inh 6 and core dimer inh 5.
Screening COc1ccccc1CN=Cc1[nH]c2ccc(Br)c(Cl)c2c1O returned GASC-1 inh 3, PP5 primary 1.7, CTSL1 counter -3, PP1 inh 0, TPT1 inh 19, ZTA counter 0, CR mimetic SO 101, EBNA-1 inh -5 and core dimer inh -3.
`COc1ccc(OC)c(CN2CCN(C(=O)c3ccc(S(=O)(=O)Nc4ccccc4F)cc3)CC2)c1` gave GASC-1 inh -6, PP5 primary -0.2, PP1 inh 0, ZTA counter -10 and CR mimetic SO 80.
`CCCNC(=O)c1c(N)n(-c2ccc(S(N)(=O)=O)cc2)c2nc3ccccc3nc12` gave GASC-1 inh -11, PP5 primary -2.2, CTSL1 counter 6, PP1 inh 8, TPT1 inh 3, ZTA counter 9, CR mimetic SO 98, EBNA-1 inh 4 and core dimer inh 11.
`C=CCn1c(SCc2ccc(OC)cc2)nnc1-c1cccnc1` gave GASC-1 inh 20, PP5 primary -1.5, CTSL1 counter 0, PP1 inh 1, TPT1 inh 2, ZTA counter 13, CR mimetic SO 106, EBNA-1 inh 9 and core dimer inh -2.
Screening COc1nc(NCCN2CCOCC2)nc(Nc2ccccc2)n1 returned GASC-1 inh 6, PP5 primary 0.5, CTSL1 counter 0, PP1 inh -3, TPT1 inh 0, ZTA counter -20, CR mimetic SO 99, EBNA-1 inh -1 and core dimer inh -1.
COC(=O)c1sc(NC(=S)NC(=O)c2cccc(C)c2)nc1C was read as GASC-1 inh -17, PP5 primary -0.8, CTSL1 counter -2, PP1 inh -3, TPT1 inh -1, ZTA counter 6, CR mimetic SO 111, EBNA-1 inh -5 and core dimer inh 1.

Hits appear at their usual frequency (roughly 3.1% active in at least one column).
